Screening data as filed in PubChem.
FECH inh: inhibitors of human ferrochelatase | P22830 | purified FECH, Ni-mesoporphyrin absorbance 550 nm | calls only at 10 µM (by protocol) | hit rate 3.3% among 20,000;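 active = enzyme reaction rate more than 3 SD below the solvent-only control wells on the same plate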;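 note: lower slope than DMSO wells means FECH inhibition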
Target sequence (P22830 whole entry, looked up): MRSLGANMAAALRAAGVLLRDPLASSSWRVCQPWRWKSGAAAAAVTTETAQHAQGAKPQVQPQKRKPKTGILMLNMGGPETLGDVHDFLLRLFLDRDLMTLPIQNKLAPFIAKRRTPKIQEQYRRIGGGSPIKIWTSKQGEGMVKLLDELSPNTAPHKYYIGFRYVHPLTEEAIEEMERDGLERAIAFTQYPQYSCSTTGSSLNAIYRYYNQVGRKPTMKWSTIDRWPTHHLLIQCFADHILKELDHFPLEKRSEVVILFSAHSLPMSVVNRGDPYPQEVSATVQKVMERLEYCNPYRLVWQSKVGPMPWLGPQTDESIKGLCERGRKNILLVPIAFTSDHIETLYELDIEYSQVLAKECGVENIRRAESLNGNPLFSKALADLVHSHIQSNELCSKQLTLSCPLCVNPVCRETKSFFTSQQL
Calls only; i = inactive; + = active, no number. Only part of the results is shown; count on the stated rates, not on these rows.

No.	SMILES	FECH inh
1	CCCCCN(c1nc2nc(C)c(Cl)c(C)n2n1)S(=O)(=O)c1ccc(C)cc1	i
2	CC(=O)Nc1ccc(-c2c(-c3ccccc3)ncn2Cc2cccnc2)cc1	i
3	CCN(Cc1ccc(Cl)cc1)C(=O)c1ccc(Cl)cn1	i
4	CCOCCN1CCN(C(=O)c2ccc(NC(=O)c3ccoc3C)cc2)CC1	i
5	CCOc1ccccc1NC(=O)Nc1ccc(Sc2c(CC)c(C)nc3ncnn23)cc1	i
6	O=C1CN(Cc2ccccc2)S(=O)(=O)c2ccccc2N1Cc1ccc(Cl)cc1	i
7	Cc1ccc(CN2CC(C(=O)NCc3cc(C(C)C)on3)CC2=O)cc1 (stereo unspecified)	i
8	C=CCN(CC=C)c1cc(C)nc2nc(-c3cccnc3)nn12	i
9	COc1cc(Cl)c(CN2C[C@H]3C[C@H](O)[C@H](O)C[C@H]3C2)c(Cl)c1OC	i
10	O=C1C[C@H]2CC[C@@H](CN1)N2c1ccc(C(=O)N2CCCCC2)cn1	i
11	Cc1ccc(C(NC(=O)CCc2scnc2C)c2ccncc2)cc1 (stereo unspecified)	i
12	COc1ccc(S(=O)(=O)NCc2nc3cccnc3n2C2CCCC2)cc1	i
13	CCOC(=O)c1cc2n(n1)CC(C)(C(=O)NCCC(C)C)N(CCCc1ccccc1)C2=O (stereo unspecified)	i
14	Cc1cc(C)n2ncc(CN3CCN(c4ncccc4C)CC3)c2n1	i
15	CC(C)Cc1ccc(CN2CCC(N)(C(=O)O)C2)s1 (stereo unspecified)	i
16	COc1ccc(N2C(=O)CCS2(=O)=O)cc1S(=O)(=O)Nc1cccc(F)c1	i
17	NC(=O)c1nc(CN2CCCC(CCc3ccccc3C(F)(F)F)C2)no1 (stereo unspecified)	i
18	O=C(CSCc1nc(-c2ccc(Cl)cc2)no1)NCc1ccco1	i
19	COc1ccc(N2C(=O)CCS2(=O)=O)cc1S(=O)(=O)Nc1ccccc1C(N)=O	i
20	CSc1ccccc1NC(=O)CCC(=O)NCC1=CCCCC1	i
21	COc1cccc(OCC(=O)Nc2cc(C)nn2-c2ncnc3c2cnn3-c2ccc(C)cc2C)c1	i
22	CCCc1nc2nc[nH]n2c(=O)c1NC(=O)Nc1cccc(C)c1	i
23	O=C(Cn1nc(C2CCNCC2)n(Cc2ccccc2)c1=O)N1CCCCC1	i
24	Cn1c(=O)c2c(-c3ccc(C(C)(C)C)cc3)c(NCc3ccccc3)oc2n(C)c1=O	i
25	Nc1cc(N2CCCC(C(=O)c3ccc(Oc4ccccc4)cc3)C2)ncn1 (stereo unspecified)	i
26	COc1ccc(-c2ccc(N)nc2)c(C)c1	i
27	COc1ccc(N2C(=O)CCS2(=O)=O)cc1S(=O)(=O)N1CCC(C)CC1	i
28	CCN(Cc1nc(C(C)C)no1)C(=O)c1ccccc1-n1cccn1	i
29	CNC(=O)C1CCN(Cc2ccc(C(=O)Nc3cc(F)ccc3C)cc2)C1 (stereo unspecified)	i
30	CC(C)Cc1ncc2c(n1)CN(C(=O)c1ccccn1)C2	i
31	Cc1cccc(C(=O)Nc2ccccc2Sc2c(C)c(C)nc3ncnn23)c1	+
32	Cc1ccc(S(=O)(=O)NCc2nc3cccnc3n2C)c(C)c1	i
33	Cc1cc2c(c(-c3cc(NC(C)C)ncn3)c1)OC(CN)C2 (stereo unspecified)	i
34	COc1ccccc1OC1CN(Cc2nccn2C)C1	i
35	CN1C[C@H](NC(=O)c2cccc(-n3cccn3)c2)C[C@H]1CO	i
36	Cc1ccsc1-c1nc(COc2ccc(-n3cncn3)cc2)c(C)o1	i
37	Cc1cnccc1NCCNC(=O)C1CCOC1 (stereo unspecified)	i
38	O=C1NCc2ccc(S(=O)(=O)NCc3ccc(F)cc3)cc21	i
39	CCCCOc1ccc(-c2nc(C(N)=O)c3c(n2)n(-c2ccc(F)cc2)c(=O)n3C)cc1	i
40	Cc1cccc(C)c1OC1CN(C(=O)C(=O)c2ccco2)C1	i
41	Cc1cc(C(=O)N2CCCC(Cn3cc(C4CCCC4)nn3)C2)nc(C)n1 (stereo unspecified)	i
42	Cc1cc(F)ccc1NS(=O)(=O)c1ccc2c(c1)CCN2C(=O)CCC(=O)N1CCCCCC1	i
43	CC(C)CN1CCC(NCc2ccc(-n3cncn3)cc2)CC1	i
44	O=C(c1ccc2c(c1)CCCO2)N1CCCC(c2cc(=O)[nH]cn2)C1 (stereo unspecified)	i
45	CC(C)Cn1c(CN2CCC(NS(C)(=O)=O)CC2)nc2ccccc21	i
46	COc1cc(S(=O)(=O)N2CCN(c3nc(C)cc(N(C)C)n3)CC2)c(C)cc1C	i
47	Cc1cc(C)cc(Nc2nc(N3CCN(C)CC3)nc3c2cnn3-c2ccccc2)c1	i
48	CC(C)CCNS(=O)(=O)c1ccc2c(c1)CCN2C(=O)CCC(=O)N1CCCCCC1	i
49	O=C(NCc1nnc(-c2ccccc2)o1)c1cccc2c1OCC2	i
50	CCn1nc(C(=O)O)c2c1CCC(NCCN1CCCOC1=O)C2 (stereo unspecified)	i
51	COc1ccccc1N(Cc1nc2nc(C)cc(C)n2n1)C(=O)c1ccccc1	i
52	Cc1nccn1CCn1cnc(-c2ccccc2)c1-c1cccc2cccnc12	i
53	COc1ccc(-c2ccc(=O)[nH]n2)cc1S(=O)(=O)Nc1cc(C)ccc1C	i
54	CC(=O)NCC(=O)N1CCC(c2nc(-c3ccc(Cl)cc3)no2)CC1	i
55	COc1ccc(C(=O)C2CCCN(Cc3ccnc(C(C)C)n3)C2)cc1F (stereo unspecified)	i
56	CN(C)CC1(O)CCCN(C(=O)c2ccc(N(C)C)c3ccccc23)CC1 (stereo unspecified)	i
57	CC(=O)N1CCSc2ccc(S(=O)(=O)Nc3ccc(S(N)(=O)=O)cc3)cc21	i
58	COc1ccc(NC(=O)CCCc2nc3cccnc3n2Cc2ccc(F)cc2)cc1OC	i
59	Cn1nnnc1SCCNC(=O)[C@@H]1Cc2ccccc2N1	i
60	Cc1ccc(S(=O)(=O)N(C)c2nc3nc(C)cc(C)n3n2)cc1	i

Along the list, as entered above.
Nos. 16 to 25 in FECH inh, in turn: i, i, i, i, i, i, i, i, i, i

Continued:
No.	SMILES	FECH inh
61	O=C(O)c1[nH]ncc1CN1CCN(c2nsc3ccccc23)CC1	i
62	Cc1cccc(-c2cn(CCCn3nnc4ccccc43)nn2)n1	i
63	COc1ccc(N2C(=O)CCS2(=O)=O)cc1S(=O)(=O)Nc1ccccc1Cl	i
64	OCC1(CCOc2ccccc2)CCCN(c2nccc3occc23)C1 (stereo unspecified)	i
65	CCOc1ccc(C(=O)Nc2ccc(Nc3nc(C)cc(Nc4ccccc4)n3)cc2)cc1OCC	i
66	CCc1ccc(-n2c(CN3CCN(S(=O)(=O)CC)CC3)nc3cccnc32)cc1	i
67	CCn1c(C2CCCN(Cc3cc(=O)c4ccccc4[nH]3)C2)n[nH]c1=O (stereo unspecified)	i
68	CCCc1c(C)nc2ncnn2c1Sc1ccc(NC(=O)c2cccc(OC)c2)cc1	i
69	Cc1cccc(SC2CCN(Cc3ncccc3C(=O)O)CC2)c1	i
70	COCCn1c(CNS(=O)(=O)c2ccccc2Cl)nc2cccnc21	i
71	CCOc1ccc(NS(=O)(=O)c2ccc(C(=O)N(C)C)s2)cc1	i
72	CN1C[C@]23C=C[C@H](O2)[C@H](C(=O)NC2CCC(n4cnnc4)CC2)[C@@H]3C1=O (stereo partly specified)	i
73	COc1ccc(-c2cc(N3CCN(C(=O)Nc4cc(Cl)c(OC)cc4OC)CC3)ncn2)cc1	i
74	C=CCc1cc(CN2CCCN(C(=O)c3ccco3)CC2)ccc1O	i
75	CCN(CC)c1ncc(NS(=O)(=O)c2ccc(OC)cc2)cc1C(=O)O	i
76	c1cc(-n2cnnc2)ccc1OCC1CCCO1 (stereo unspecified)	i
77	CCCCN(C)c1nc(Nc2ccc(OC)cc2)c2cnn(-c3ccccc3)c2n1	+
78	Cc1c(S(=O)(=O)N2CCNC(C(=O)O)C2)sc2ccc(Cl)cc12 (stereo unspecified)	i
79	CCCc1c(C)nc2ncnn2c1Sc1ccc(NC(=O)Nc2cccc(OC)c2)cc1	+
80	CC(C)NC(=O)[C@@H]1C[C@H](N)CN1C(=O)c1cccc2cnccc12	i
81	CCOc1ccc(Nc2nc(NCc3ccccc3)nc3c2cnn3-c2ccccc2)cc1	i
82	Cc1nnc(-c2cn(CC(=O)Nc3ccc(S(N)(=O)=O)cc3)c3ccccc23)o1	i
83	CC(CCc1ccco1)n1cnc(-c2ccccc2)c1C1CC1 (stereo unspecified)	i
84	COc1cc(-c2nccn2CCc2cccs2)cc2c1OCO2	i
85	O=C(NC1CCS(=O)(=O)C1)c1ccc(CN2C(=O)CCn3nc(-c4cccc(Cl)c4)cc32)cc1 (stereo unspecified)	i
86	c1cncc(COC2CCCN(Cc3cccc(Cn4cccn4)c3)C2)c1 (stereo unspecified)	i
87	CN(Cc1ccc(-n2cccn2)cc1)CC1CCC(N)CC1 (stereo unspecified)	i
88	CCOC(=O)c1nc(NCc2ccc(OC)cc2)c2oc3ccccc3c2n1	i
89	Cc1ccc(C(=O)Nc2cc(C)ccc2OCc2cc(=O)n3oc(C)cc3n2)cc1	i
90	COc1ccc(NC(=O)CN2C(=O)CC(c3ccccc3)=Nc3ccccc32)cc1OC	i
91	Cc1noc(-c2ccccc2OC23CCCN(CC2)C3)n1 (stereo unspecified)	i
92	COc1ccc(N2CCN(S(=O)(=O)c3cc(C(=O)N4CCCC4)cs3)CC2)cc1	i
93	O=C(CCCCc1ccccc1)N1CCc2c(nc(-c3ccncc3)[nH]c2=O)C1	i
94	COc1ccccc1NC(=O)CN1CCN(Cc2ccccc2Cl)S1(=O)=O	i
95	Cc1cc(N2CCCC2)nc(Nc2ccc(NC(=O)c3ccc(-c4ccccc4)cc3)cc2)n1	i
96	CCc1c(C)nc2ncnn2c1Sc1ccc(NC(=O)Nc2ccc(C)cc2Cl)cc1	i
97	CC(C)C1=NOC(C(=O)NCc2n[nH]c3c2CCCCC3)C1 (stereo unspecified)	i
98	O=c1[nH]c2ccccc2cc1CN1CCc2c([nH]c3ccccc23)C1	i
99	Cc1cc(N2CCCCC2)nc(N2CCN(S(=O)(=O)c3ccc(Oc4ccccc4)cc3)CC2)n1	i
100	CC(C)Cn1c(CN2CCC(N)(C(=O)O)C2)nc2ccccc21 (stereo unspecified)	i
101	OCc1ccccc1-c1ccc(-c2nc(CCc3ccccc3)no2)cn1	i
102	O=C(N[C@@H]1CCC[C@H]1OCc1ccccc1)c1cn[nH]n1	i
103	CN(CC(O)CO)C(=O)CCC(=O)NC1CCCCCCC1 (stereo unspecified)	i
104	CCc1ccc(S(=O)(=O)Nc2cnc(N(CC)CCN(C)C)c(C(=O)O)c2)cc1	i
105	Cc1ccc(NC2CCCN(C(=O)c3cc(Cl)c[nH]c3=O)C2)cc1C (stereo unspecified)	i
106	COc1ccc(-c2cc(=O)[nH]c(SCc3nc(-c4cccc(OC)c4OC)oc3C)n2)cc1	i
107	COc1ccc(NC(=O)CN2CCN(Cc3ccccc3C)S2(=O)=O)cc1OC	+
108	CC(=O)Nc1ccc(C(=O)N2CCOC(C(F)(F)F)C2)c(O)c1 (stereo unspecified)	i

Grouped by structure, the entries above with fluorine (9)
No.	SMILES	FECH inh
16	COc1ccc(N2C(=O)CCS2(=O)=O)cc1S(=O)(=O)Nc1cccc(F)c1	i
17	NC(=O)c1nc(CN2CCCC(CCc3ccccc3C(F)(F)F)C2)no1 (stereo unspecified)	i
29	CNC(=O)C1CCN(Cc2ccc(C(=O)Nc3cc(F)ccc3C)cc2)C1 (stereo unspecified)	i
38	O=C1NCc2ccc(S(=O)(=O)NCc3ccc(F)cc3)cc21	i
39	CCCCOc1ccc(-c2nc(C(N)=O)c3c(n2)n(-c2ccc(F)cc2)c(=O)n3C)cc1	i
42	Cc1cc(F)ccc1NS(=O)(=O)c1ccc2c(c1)CCN2C(=O)CCC(=O)N1CCCCCC1	i
55	COc1ccc(C(=O)C2CCCN(Cc3ccnc(C(C)C)n3)C2)cc1F (stereo unspecified)	i
58	COc1ccc(NC(=O)CCCc2nc3cccnc3n2Cc2ccc(F)cc2)cc1OC	i
108	CC(=O)Nc1ccc(C(=O)N2CCOC(C(F)(F)F)C2)c(O)c1 (stereo unspecified)	i

The listing continues.
No.	SMILES	FECH inh
109	CN(CCCc1cnn(C)c1)C(=O)[C@@H]1CCCCN1	i
110	CCOc1cccc(-c2c(Nc3ccccc3)oc3c2c(=O)n(C)c(=O)n3C)c1	i
111	CN1CCC(Cc2noc(-c3ccc(Cn4cnnn4)cc3)n2)CC1	i
112	CC(Cn1cncn1)NCc1nncn1C1CCCCC1 (stereo unspecified)	i
113	Cc1nn(C)c(C)c1CN(CCO)C(=O)CC12CC3CC(CC(C3)C1)C2	i
114	COc1ccc(C(=O)Nc2ccccc2Sc2c(C)c(C)nc3nc(-c4ccccc4)nn23)cc1	i
115	CCOc1ccc(NC(=O)c2cc(-c3ccc(OC)c(S(N)(=O)=O)c3)n[nH]2)cc1	i
116	Cc1cccc(C(=O)Nc2ccc(Nc3nc(C)cc(N(C)C)n3)cc2)c1	i
117	Cc1cccc(Nc2nc(N3CCC(C)CC3)nc3c2cnn3-c2ccccc2)c1	i
118	CN1CC2(CCN(C(=O)NCc3ccccc3F)CC2)CC1C(=O)O (stereo unspecified)	i
119	Cc1ccc(Cl)cc1NC(=O)CN1CCN(Cc2cccc(Cl)c2)S1(=O)=O	i
120	COc1ccccc1CNC(=O)CNCc1nc2c(C)cccc2o1	i
121	CC(C)OCCCNc1nc(Nc2ccc(F)cc2)c2cnn(-c3ccccc3)c2n1	i
122	c1ccc(Cc2nc([C@@H]3C[C@H]3c3ccccc3)n[nH]2)cc1	i
123	CC(=O)Nc1ccc(Cl)c(C(=O)NCC(C)Oc2cccnc2)c1 (stereo unspecified)	i
124	O=C(NC1CCCCC1)c1nc[nH]c1C(=O)NC1CCCC1	i
125	O=C(CCSc1nnc(-c2ccncc2)o1)Nc1cnc2n1CCCC2	i
126	O=C(NCc1cn2ccccc2n1)c1cccc(CC2CCNCC2)c1	i
127	O=c1c(-c2ccc3c(c2)CCCC3)c(N2CCCCCC2)c1=O	i
128	CN(Cc1cc(C(C)(C)C)n[nH]1)Cc1ncc[nH]1	i
